# FXIa inh: inhibitors of human coagulation factor XIa; P03951; AID 798; inhibition, % at 5 µM; purified FXIa, Boc-Glu-Ala-Arg-AMC fluorogenic substrate; 220,000 tested, 0.14% active;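 active = inhibition of at least 40%; inactive = inhibition below 40%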;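 note: fluorescence of freed AMC excited at 355 nm; 0% = enzyme without compound and 100% = no enzyme blank; many of its hits are not listed in these tables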
# Target sequence (P03951 19-387 limits assumed): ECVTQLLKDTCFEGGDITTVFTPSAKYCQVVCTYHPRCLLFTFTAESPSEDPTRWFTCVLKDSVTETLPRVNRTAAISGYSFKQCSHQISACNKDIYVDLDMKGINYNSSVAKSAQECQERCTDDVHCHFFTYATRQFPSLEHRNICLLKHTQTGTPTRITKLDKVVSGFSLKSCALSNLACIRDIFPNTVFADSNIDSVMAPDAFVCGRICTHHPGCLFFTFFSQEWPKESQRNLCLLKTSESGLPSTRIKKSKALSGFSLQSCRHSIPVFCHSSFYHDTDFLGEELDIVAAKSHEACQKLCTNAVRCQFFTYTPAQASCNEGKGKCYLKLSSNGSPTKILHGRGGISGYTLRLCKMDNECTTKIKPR
# Target sequence (P03951 388-625 limits assumed): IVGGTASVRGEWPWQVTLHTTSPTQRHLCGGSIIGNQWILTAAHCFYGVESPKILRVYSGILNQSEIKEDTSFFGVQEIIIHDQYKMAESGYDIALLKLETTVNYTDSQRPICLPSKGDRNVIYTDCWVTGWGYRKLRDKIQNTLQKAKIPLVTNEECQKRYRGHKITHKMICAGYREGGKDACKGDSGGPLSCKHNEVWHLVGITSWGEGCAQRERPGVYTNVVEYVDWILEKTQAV
# L929 necroptosis: L929 zVAD cell death inhibition | L929 zVAD necroptosis rescue, ATP luminescence, 24 h; with zVAD 60 µM | viability rescue, % at 10 µM | 220,000 tested, 0.38% active | AID 1377;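 active = activation, scaled between plate controls, above about 75%, limit read from the data; inactive = activation under that limit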;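 note: 0% = zVAD with DMSO and 100% = DMSO alone without zVAD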
# Rad51 HR inh: Rad51 (human) homologous recombination inhibition | 200,000 tested, 0.085% active | hRad51 DNA strand exchange, fluorescence dequenching | inhibition, % at 10 µM;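 active = inhibition above 40% at the single screening dose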;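 note: 0% = DMSO control wells and 100% = blanks with heterologous ssDNA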
#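 Material: hRad51 filaments on single-stranded DNA; Reagent: Donor/quencher-labelled 47-bp dsDNA substrate; Compound: 10 µM final, single point; Schedule: 37 °C 15-min filament assembly, 30-min compound preincubation, 15-min exchange; Technique: FRET fluorescence, excitation 485 nm, emission 520 nm; Benchmarks: control wells and blank wells on each plate.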
# Thrombin inh: blocks human thrombin protease activity. 220,000 tested, 0.26% active. inhibition, % at 5 µM. AID 1046. alpha-thrombin, Boc-VPR-AMC fluorogenic substrate cleavage. P00734;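 active = inhibition at or above 40%; inactive = inhibition below 40%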;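 note: 0% = enzyme with no compound and 100% = wells without enzyme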
#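 Test system: human alpha-thrombin; medium: pH 7.5 Tris-saline with Tween 20; times: reaction at room temperature; signal: AMC fluorescence at 355 nm excitation and 460 nm emission; also added: Boc-VPR-AMC substrate, 15 µM final; dosing: one concentration per compound, 5 µM, with 0.2% DMSO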
# FXIIa inh 1536: inhibitors of human coagulation factor XIIa; purified FXIIa, Boc-QGR-AMC fluorogenic substrate, 2 h; P00748; AID 800; inhibition, % at 5 µM; 220,000 tested, 0.3% active; in the data active = inhibition above about 40%;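 note: 0% = enzyme with no compound and 100% = blank without enzyme; many of its hits are not listed in these tables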
# TNF necrop inh: inhibitors of TNF-alpha induced necroptosis in Jurkat FADD-/- cells; AID 463075; Jurkat FADD-/- TNF necroptosis rescue, ATP luminescence, 24 h; 0 = TNF only, 100 = no-TNF cells; 220,000 tested, 0.068% active; activation (protection from cell death), % at 10 µM;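 active = activation, meaning protection from cell death, of at least 50% relative to plate controls; inactive = activation below 50%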;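 note: necroptosis triggered by 40 ng/mL TNF-alpha added together with compound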
# KLK5 inh: kallikrein 5 (human) inhibition | Q9Y337 | recombinant hK5, fluorogenic AMC substrate cleavage | inhibition, % at 5 µM | 210,000 tested, 0.59% active | AID 873;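 active = inhibition of 40% or more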;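 note: 0% = enzyme controls without compound and 100% = no-enzyme blanks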
# Target sequence (Q9Y337 67-293 limits assumed): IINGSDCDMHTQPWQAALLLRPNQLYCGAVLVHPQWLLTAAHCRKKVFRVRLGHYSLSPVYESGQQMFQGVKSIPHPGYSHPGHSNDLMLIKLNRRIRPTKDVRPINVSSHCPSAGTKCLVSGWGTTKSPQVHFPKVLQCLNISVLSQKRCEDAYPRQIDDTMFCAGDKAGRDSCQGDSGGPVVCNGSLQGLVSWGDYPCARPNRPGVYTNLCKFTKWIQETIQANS
# Hck-Nef inh: inhibitors of human Hck kinase activated by Nef. P08631. inhibition, % at 20 µM. 220,000 tested, 0.68% active. Recombinant Hck-YEEI plus Nef, Z-Lyte FRET kinase assay;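 active = Hck-Nef kinase inhibition above about 50%, limit read from the data; inactive = inhibition below that limit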;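 note: 0% = DMSO with Hck plus Nef and 100% = Hck alone without Nef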
# Cl transport mod: modulates chloride dependent transport by human KCC2; Q9H2X9; KCC2 cells, thallium flux FluoZin-2 fluorescence; B-score of Tl+ flux slope (higher = more flux/activation; lower = inhibition) at 10 µM; 190,000 tested, 2.2% active; AID 1456;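 active = thallium flux slope and its plate-corrected score both differing from the plate sample mean at a set confidence after two filtering rounds, in either direction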;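 note: slope of fluorescence scaled to starting intensity during 10 to 20 s after thallium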
# Starred values were filed as active, the others as inactive; . = not tested or not shown.
SMILES,FXIa inh,L929 necroptosis,Rad51 HR inh,Thrombin inh,FXIIa inh 1536,TNF necrop inh,KLK5 inh,Hck-Nef inh,Cl transport mod
COc1ccc(Cl)cc1-c1nc(-c2ccncc2)no1,-10,-0.3,.,-6,-3,-4.8,-1,7,-1.5
O=C(Nc1ccc(Oc2ccc3ccccc3c2)cc1)c1ccco1,6,-0.9,4,7,18,-1.2,8,0,-2.9
Cc1ccc(C2CC(c3ccccc3)=NN2C(=O)CSc2nnc(-c3ccncc3)n2C)o1 (stereo not drawn),4,-1.1,-12,-7,7,0.8,-5,0,0.29
COc1ccc(C2C3C(=O)N(N(C)c4ncc(C(F)(F)F)cc4Cl)C(=O)C3ON2C)cc1 (stereo not drawn),-6,-1.4,-1,19,8,1.6,-1,5,-0.12
Cc1cccc(N2CCN(C(=O)c3ccc4c(c3)OCCO4)CC2C)c1 (stereo not drawn),-4,0.5,8,-17,4,-4.1,-6,10,-0.15
CCc1ccc(OCCNC(=O)OCc2ccccc2)cc1,8,-0.1,.,1,10,2.3,-5,5,0.25
O=C(O)C1C2C=CC(C2)C1C(=O)Nc1nccs1 (stereo not drawn),-3,-0.8,-13,-1,2,0.8,-10,2,0.03
OC(c1ccccc1)(c1ccc(F)cc1)C(c1ccccc1)N1CCOCC1 (stereo not drawn),-4,0.4,-4,-1,14,-2.6,5,1,0.85
Cc1cc(NC(=O)CCS(=O)(=O)c2nc(-c3ccccc3)cc(C(F)(F)F)n2)no1,10,.,-10,2,14,.,-5,.,.
COc1ccc(N(CC(=O)Nc2cccc(OC)c2)S(=O)(=O)c2c(C)nn(C)c2C)cc1,-3,1.1,-6,-6,5,-2.7,-20,7,.
COc1cc(NC(=O)CSc2ccc3c(c2)OCCO3)cc(OC)c1OC,1,0.1,4,-3,9,-1.0,-9,0,-0.022
COc1cc(S(=O)(=O)N(C)C2CCCCC2)c(C)cc1C,-2,0.8,-12,-1,8,-0.8,2,-17,0.023
N#Cc1cccc(NCC(=O)Nc2ccc3c(c2)OCCO3)c1,-1,77*,0,-10,-5,1.7,-4,22,-1
C=C(C)CSc1nc2ncc(Cl)cc2[nH]1,-1,0.6,-1,7,7,6.7,5,-1,0.62
O=C(COC(=O)c1cccnc1Cl)c1ccc(OC(F)F)cc1,1,2.0,26,-10,6,1.2,8,21,-0.75
Cc1cc(Cl)ccc1NNC(N)=S,2,-0.1,-3,-1,8,-0.2,3,22,0.3
O=S(=O)(c1ccc(Cl)cc1)N1CCN=C1SCc1cccnc1,-3,1.9,1,-6,7,-0.7,-2,22,-0.17
CCN(CC)c1ccc(-n2c(C)c(C(C)=O)c(C(C)=O)c2C)cc1,2,0.4,-8,-1,-7,-4.5,-13,-1,0.3
Cc1ccc(-c2nc3ccccc3[nH]2)cc1NC(=O)c1sc2cc(Cl)ccc2c1Cl,10,1.6,-6,-1,6,0.6,-8,73*,0.97
COc1ccccc1N(CC(=O)Nc1cccnc1)S(C)(=O)=O,8,-0.1,4,4,20,0.9,-8,2,.
COc1ccc(Nc2nc(NCCO)nc(OC)n2)cc1,-3,0.9,-7,-3,2,0.4,-8,-2,.
COc1cc(SC)ccc1C(=O)Nc1ccc(C)cc1C,1,13,11,-4,3,4.0,-7,0,-0.73
COc1ccc(N2Cc3cccc(C(=O)N4CCN(C(=O)c5ccco5)CC4)c3C2=O)cc1,6,5.5,-4,29,12,-0.4,-43,16,.
CCOc1ccc(C(=O)Nc2nnc(C)s2)cc1OCC,3,-0.4,4,-6,20,0.7,-5,-3,-0.0095
COc1ccc(OCc2nc(N)nc(Nc3cccc(C)c3C)n2)cc1,3,1.6,1,4,6,0.1,-20,2,.
C=CCn1c(C)cc(C(=O)CSc2nnc(NC(C)C)s2)c1C,-9,-0.2,-14,1,6,-3.6,-35,0,-0.14
O=C(c1ccc(Cl)cc1)c1oc2ccccc2c1CS(=O)(=O)c1ccccc1,-1,-0.3,1,-2,8,-4.2,-17,3,0.023
O=C(NCC(=O)N(c1cccc(F)c1)C(C(=O)NCC1CCCO1)c1ccccc1)c1ccco1 (stereo not drawn),0,0.3,2,10,7,-3.0,-3,-5,1.4
O=C1/C(=C/c2cccnc2)Oc2cc(OS(=O)(=O)c3ccc(Cl)cc3)ccc21,5,0.7,-5,-1,1,2.0,6,0,.
Cc1nc2c(C)cccc2cc1C(=O)N/N=C/c1ccc(N(C)C)cc1,2,0.7,-3,-3,14,-9.4,2,1,-2.3
COc1cc(/C=N/Nc2nc(Nc3ccccc3)nc(N3CCCCC3)n2)ccc1OCC(=O)O,-2,2.6,23,-4,6,2.7,-4,23,0.5
Cc1cc(C(=O)N/N=C/c2cc([N+](=O)[O-])ccc2O)c2ccccc2n1,-2,-0.3,.,-3,7,-3.6,-34,2,-0.74
Cc1csc(NC(=O)CN(C)S(=O)(=O)c2cccc3cccnc23)n1,-4,1.4,8,1,5,-0.7,-5,-1,.
CC(C)C[C@H](NC(=O)c1ccc(OC2CCN(C(=O)C3CC3)CC2)cc1)C(N)=O,7,-0.2,19,-1,11,0.5,.,9,.
COC(=O)CC1(c2cccc3ccccc23)C(=O)c2ccccc2C1=O,2,0.5,13,-6,0,-3.0,-19,-1,-0.59
N#Cc1ccccc1CN1C(=O)NC(Cc2c[nH]c3ccccc23)C1=O (stereo not drawn),2,2.4,5,-6,3,9.4,-1,26,-0.15
COc1ccc(NC(=O)c2cc(S(=O)(=O)N3CCCC3)oc2C)cc1,16,0.8,9,8,22,-0.1,1,3,-0.99
CC(=O)CC(=O)Nc1nc(C)cc(C)n1,-7,1.2,4,-6,4,-2.3,-6,-15,-0.068
CC(=O)C1=C(O)C(=O)N(Cc2ccccc2)C1c1ccco1 (stereo not drawn),-1,1.9,2,0,12,2.3,-34,0,-2.3
CSc1ccc(OC2CCN(Cc3ccccc3)CC2)cc1,-3,-0.5,22,-1,14,1.2,-9,-1,.
CN1CCN(C(=O)C(Cc2ccccc2)NS(=O)(=O)c2ccc3c(c2)CCC(=O)N3)CC1 (stereo not drawn),-1,0.3,4,-15,3,0.0,-17,2,.
Cn1nc(NC(=O)C(F)(F)F)c2ncc(-c3ccc(Cl)cc3)nc21,1,-0.2,-7,0,15,-1.5,3,17,-0.28
CCCCCCOc1ccc(C(=O)NCCCn2ccnc2)cc1,2,2.2,-2,-10,11,1.2,-6,19,0.034
CCOc1ccc(CCNC(=O)CCS(=O)(=O)c2ccc(OC)cc2)cc1OCC,-2,3.0,-9,1,6,-0.2,-8,27,0.97
Nc1ccc(-c2cc(-c3ccc(N)cc3)nc(-c3ccccc3)n2)cc1,16,-0.6,-4,-11,10,3.2,-16,6,0.11
O=C(NC1CCCCC1)N1CCCC(c2nc(-c3cccs3)no2)C1 (stereo not drawn),3,0.0,0,3,9,-0.2,0,-1,-1.2
CN(C)/C=C1/N=C(c2ccccc2)OC1=O,5,0.6,1,-2,10,0.4,-1,3,0.18
Cc1ccc(NC(=O)CN(C)C(=O)CSc2nc3ccccc3o2)cc1,2,-0.2,.,0,9,-1.2,-5,0,-1.3
NC(=O)c1ccc(C(F)(F)F)n(Cc2cccc(Cl)c2)c1=O,3,-0.2,15,-3,12,-6.6,1,0,1.1
O=C(CCCC(=O)NCCc1ccccc1)NCCc1ccccc1,8,.,20,2,12,0.5,-2,2,-0.65
CCc1ccc(C2C(C#N)=C(N)C(C#N)(C#N)C3=CCC(C(C)(C)C)CC32)cc1 (stereo not drawn),18,0.1,2,3,28,-9.2,-2,-1,-1.4
COc1ccc2nc3sc(C(=O)NCCCN4CCc5ccccc5C4)cc3cc2c1,1,-0.1,10,-6,10,1.8,-13,10,0.63
CC1(C)CC(=O)C2=C(C1)OC(N)=C(C#N)C2c1cc2c(cc1[N+](=O)[O-])OCO2 (stereo not drawn),1,-0.2,-169,9,4,0.2,-22,6,-0.12
O=C(NC(=S)Nc1ccc2c(c1)OCCO2)c1ccc(F)cc1Cl,16,0.6,.,-4,21,2.2,-8,5,16*
O=C(O)C1C2C=CC(C2)C1C(=O)NCc1ccoc1 (stereo not drawn),19,0.2,.,0,11,2.4,-2,1,0.87
COC(=O)c1scc(C)c1NS(=O)(=O)c1ccc(NC(C)=O)cc1,11,-0.5,6,3,9,1.1,8,-2,-0.28
CCOC(=O)N1CCC(NC(=O)C(NC(=O)C2CCC(C)CC2)C(C)CC)CC1 (stereo not drawn),2,0.5,.,-8,12,-0.8,-25,7,0.22
C=CCOc1ccc2c(OC)c3ccoc3nc2c1OC,2,0.0,4,-7,8,-3.7,-8,6,0.043
Cc1ccc(-c2nn(-c3ccccc3)cc2C2CC(c3cccs3)=NN2C(=O)CCCC(=O)O)cc1 (stereo not drawn),-8,-0.3,-2,-4,3,-0.4,-37,1,.
Cc1ccc(-n2c(-c3cn(C)nc3C)n[nH]c2=S)cc1,1,6.5,7,3,1,-0.2,-11,-10,-0.91

# Sorted by number of heavy atoms (rising): part of the list above
SMILES,FXIa inh,L929 necroptosis,Rad51 HR inh,Thrombin inh,FXIIa inh 1536,TNF necrop inh,KLK5 inh,Hck-Nef inh,Cl transport mod
CN(C)/C=C1/N=C(c2ccccc2)OC1=O,5,0.6,1,-2,10,0.4,-1,3,0.18
NC(=O)c1ccc(C(F)(F)F)n(Cc2cccc(Cl)c2)c1=O,3,-0.2,15,-3,12,-6.6,1,0,1.1
COC(=O)c1scc(C)c1NS(=O)(=O)c1ccc(NC(C)=O)cc1,11,-0.5,6,3,9,1.1,8,-2,-0.28
COc1ccc2nc3sc(C(=O)NCCCN4CCc5ccccc5C4)cc3cc2c1,1,-0.1,10,-6,10,1.8,-13,10,0.63

# Remaining list, next part
SMILES,FXIa inh,L929 necroptosis,Rad51 HR inh,Thrombin inh,FXIIa inh 1536,TNF necrop inh,KLK5 inh,Hck-Nef inh,Cl transport mod
CC(NC(=O)Nc1ccc(Br)cc1)C(C)(C)C (stereo not drawn),-3,8.1,7,-3,5,2.8,1,1,-0.62
COc1ccc(CCn2c(N3CCN(C)CC3)nc3c2c(=O)[nH]c(=O)n3C)cc1,6,2.4,.,0,10,0.2,-4,1,.
NS(=O)(=O)c1ccc(CCNC(=O)CN2CCN(c3ccccc3F)CC2)cc1,7,0.5,2,-4,12,1.2,-15,2,0.52
C/C(=N\NC(=O)CNc1cccc(C(F)(F)F)c1)c1cccc(Br)c1,3,2.4,-8,-2,6,1.5,-8,-3,5.4*
O=C(NC(CC(=O)N1CCN(c2ccccc2)CC1)c1ccccc1)c1ccccc1Cl (stereo not drawn),6,0.9,-6,-7,4,-2.6,-18,2,-2.8*
COC(=O)c1ccccc1NC(=O)c1cnn2c(C(F)F)cc(C3CC3)nc12,-8,0.0,0,-3,22,-1.6,1,0,0.16
O=C1COc2ccc(C(=O)NCc3ccco3)cc2N1,5,.,3,-4,10,0.8,-14,2,0.037
Cc1ccc(NC(=S)N(Cc2cccs2)Cc2cc3cccc(C)c3[nH]c2=O)cc1,1,-0.2,-25,-5,9,-5.4,-7,3,0.57
O=C(c1ccco1)N1CCCN(Cc2nc(-c3cccs3)no2)CC1,-6,3.5,7,-7,3,0.7,-4,19,0.57

# High-throughput results (PubChem BioAssay)

# An excerpt, so the mix of outcomes need not match the whole.
